KOR beta-arrestin-1: kappa opioid receptor blockers – cell-based, luminescence, uHTS (AID 1778). KOR beta-arrestin recruitment, luminescence, antagonist mode; higher % means a stronger effect. inhibition, % at 10 µM, or IC50 in µM where a hit was titrated. 290,000 compounds, 0.091% hits; also: strong numbers were not always called active
TNAP activation fold: stimulation of alkaline phosphatase TNAP activity – biochemical, luminescent, no phosphate acceptor, uHTS, primary screen (AID 1001) | purified TNAP, luminescent activation assay, no phosphate acceptor; higher activation fold means a stronger effect | one-dose activation fold at 20 µM; EC50 in µM for titrated hits | 200,000 compounds, 0.03% hits; in the data active = activation fold from about 3, or a potency from the dose series; inactive = the rest, 99 in 100 with activation fold below about 1.6; also: many of its hits are not listed in these tables
PMI inhibition: human PMI inhibitors, high substrate, primary screen, biochemical, fluorescence intensity, high mannose 6-phosphate (AID 1220) | recombinant PMI enzyme, coupled fluorescence intensity; higher % means a stronger effect | inhibition, % at 20 µM; hits with a dose series show IC50 in µM | 190,000 compounds, 0.66% hits
NOD1 NF-kB reporter: inhibition of NOD1-driven NF-kB reporter – cell-based, luminescence, uHTS, primary screen (AID 1578). one-dose inhibition, % at 4 µM; EC50 in µM for titrated hits. 290,000 compounds, 1% hits. NOD1-driven NF-kB luciferase reporter cells, luminescence; higher % means a stronger effect; in the data active = inhibition mostly above about 36%, no sharp cut-off; inactive = mostly below about 34%;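 also: HEK-293T reporter cells stimulated with the NOD1 agonist gamma-tri-DAP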
PMI inhibitors: inhibitors of human PMI, primary screen, biochemical, fluorescence intensity, coupled assay (AID 1209); 190,000 compounds, 0.42% hits; inhibition, % at 20 µM; hits with a dose series show IC50 in µM; purified PMI enzyme, coupled fluorescence intensity; higher % means a stronger effect;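 also: plate controls were DMSO vehicle for no effect and wells lacking substrate for full effect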
LYP inhibition: PTPN22 lymphoid phosphatase activity blockers – biochemical, fluorescence intensity, uHTS (AID 1779). 290,000 compounds, 0.054% hits. inhibition, % at 11.5 µM, or IC50 in µM where a hit was titrated. recombinant LYP phosphatase, fluorescence intensity; higher % means a stronger effect;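 also: plate controls were vehicle with enzyme for no effect and no enzyme for full effect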
KOR beta-arrestin-2: kappa opioid receptor activators – cell-based, luminescence, uHTS, primary screen (AID 1777). KOR beta-arrestin recruitment, luminescence; higher % means a stronger effect. one-dose activation, % at 10 µM; EC50 in µM for titrated hits. 280,000 compounds, 0.02% hits; in the data active = activation above about 50%, passing the limit was not always enough; also: a part of the inactive calls stands beside numbers as strong as those of hits
XIAP antagonists: small molecules displacing peptide from XIAP – biochemical, IAP family, fluorescence polarization (AID 1018); XIAP BIR domain, fluorescence polarization peptide displacement; higher % means a stronger effect; one-dose displacement, % at 20 µM; IC50 in µM for titrated hits; 200,000 compounds, 0.007% hits; in the data active = displacement above about 50%; also: a part of the inactive calls stands beside numbers as strong as those of hits
HEK293 NOD2/NF-kB: NOD2 signaling inhibitors, cell-based, luminescence, uHTS, HEK293 (AID 1566). HEK293 NOD2/NF-kB luciferase reporter, luminescence; higher % means a stronger effect. inhibition, % at 4 µM; hits with a dose series show EC50 in µM. 290,000 compounds, 0.63% hits; also: many of its hits are not listed in these tables
* = called active by the depositor; [ ] = dose if it differs, or a comment. Rule as the data show it, unless noted: active = inhibition above about 50%; inactive = the rest. These rows are one share of the data. The share of hits here may be higher or lower than overall.

Screening COc1ccc(C(F)(F)F)cc1N/C=C\c1nnnn1-c1ccccc1 returned KOR beta-arrestin-1 -4%, TNAP activation fold 1.1, PMI inhibition 7%, NOD1 NF-kB reporter 30%, PMI inhibitors 12%, LYP inhibition 1%, KOR beta-arrestin-2 0.1%, XIAP antagonists -2.6% and HEK293 NOD2/NF-kB 23%.
Screening CCOC(=O)N1CCC(N(CCCOC)C(=O)Nc2cccc(OC)c2)CC1 returned KOR beta-arrestin-1 0%, TNAP activation fold 1.1, PMI inhibition -8%, NOD1 NF-kB reporter 12%, PMI inhibitors 0%, LYP inhibition -13%, KOR beta-arrestin-2 4.2%, XIAP antagonists -4.6% and HEK293 NOD2/NF-kB 6%.
`CCCN(CC(=O)Nc1ccc(Cl)cc1Cl)C(=O)/C=C/c1cc(OC)ccc1OC` gave KOR beta-arrestin-1 -43%, TNAP activation fold 1.1, PMI inhibition 4%, NOD1 NF-kB reporter 20%, PMI inhibitors 11%, LYP inhibition -10%, KOR beta-arrestin-2 -1.8%, XIAP antagonists -11% and HEK293 NOD2/NF-kB 14%.
CC(=O)c1ccc(OC(=O)COc2ccccc2)cc1 was read as KOR beta-arrestin-1 -18%[20 µM], NOD1 NF-kB reporter -27%, LYP inhibition 3%, KOR beta-arrestin-2 -0.3% and HEK293 NOD2/NF-kB -1%.
`CNc1ncc(C(=O)c2ccc(F)cc2)s1` gave KOR beta-arrestin-1 -26%, TNAP activation fold 1, PMI inhibition -10%, NOD1 NF-kB reporter -17%, PMI inhibitors -7%, LYP inhibition -2%, KOR beta-arrestin-2 -2.4%, XIAP antagonists -3.8% and HEK293 NOD2/NF-kB -40%.
For CC(C)N1C(=O)C(O)(C2COC(C)(C)CC2=O)c2ccccc21 (stereo not given) the results were KOR beta-arrestin-1 -24%, TNAP activation fold 1, PMI inhibition -3%, NOD1 NF-kB reporter -33%, PMI inhibitors 4%, LYP inhibition -2%, KOR beta-arrestin-2 -9.0%, XIAP antagonists -5.3% and HEK293 NOD2/NF-kB 8%.
`CC(=O)Oc1cccc(/C=C2\Sc3ccccc3C2=O)c1` gave KOR beta-arrestin-1 -30%, NOD1 NF-kB reporter -16%, LYP inhibition 9%, KOR beta-arrestin-2 3.7% and HEK293 NOD2/NF-kB 3%.
`O=P(O)(CN1CCCCC1)CN1CCCCC1` gave KOR beta-arrestin-1 -40%, TNAP activation fold 1.1, PMI inhibition 6%, NOD1 NF-kB reporter -26%, PMI inhibitors 5%, LYP inhibition -3%, KOR beta-arrestin-2 -0.4%, XIAP antagonists -2.9% and HEK293 NOD2/NF-kB -6%.
Screening CCOc1ccc(/C=N/OCC(=O)Nc2ccc(OCc3ccccc3)cc2)cc1OC returned KOR beta-arrestin-1 -29%, TNAP activation fold 1, PMI inhibition -16%, NOD1 NF-kB reporter 30%, PMI inhibitors -21%, LYP inhibition -1%, KOR beta-arrestin-2 36%, XIAP antagonists -8.2% and HEK293 NOD2/NF-kB 4%.
Cc1ccc(NC(=O)c2cccc(OC(F)F)c2)c(OC(F)F)c1 was read as KOR beta-arrestin-1 -21%, TNAP activation fold 1.1, PMI inhibition 19%, NOD1 NF-kB reporter -15%, PMI inhibitors 18%, LYP inhibition 2%, KOR beta-arrestin-2 1.2%, XIAP antagonists -5.2% and HEK293 NOD2/NF-kB 17%.
CCC(C)NC(=O)C1c2cc(OC)c(OC)cc2C(=O)N(C)C1c1cccs1 (stereo not given) was read as KOR beta-arrestin-1 -38%, TNAP activation fold 1.1, PMI inhibition -8%, NOD1 NF-kB reporter 2%, PMI inhibitors -4%, LYP inhibition 1%, KOR beta-arrestin-2 4.0%, XIAP antagonists -1.6% and HEK293 NOD2/NF-kB 4%.
Screening Cn1c2c(c(=O)n(C)c1=O)C(C(F)(F)F)(C(F)(F)F)N=C(C1CCCCC1)N2 returned KOR beta-arrestin-1 2%, TNAP activation fold 1.1, PMI inhibition -8%, NOD1 NF-kB reporter 21%, PMI inhibitors -6%, LYP inhibition -6%, KOR beta-arrestin-2 -1.3%, XIAP antagonists -2.9% and HEK293 NOD2/NF-kB 22%.
For CN(C)CCCNc1nc(N)c([N+](=O)[O-])c(NCc2ccccc2)n1 the results were KOR beta-arrestin-1 -15%, NOD1 NF-kB reporter -1%, LYP inhibition 0%, KOR beta-arrestin-2 -1.0% and HEK293 NOD2/NF-kB 17%.
Screening Cc1c(C(=O)N2CCOCC2)sc(NC(=O)c2ccc([N+](=O)[O-])cc2)c1C#N returned KOR beta-arrestin-1 -16%, NOD1 NF-kB reporter -3%, LYP inhibition -8%, KOR beta-arrestin-2 2.1% and HEK293 NOD2/NF-kB -4%.
`COc1ccccc1NC(=S)NCCSc1ccc(C)cc1` gave KOR beta-arrestin-1 12%, TNAP activation fold 1.2, PMI inhibition 12%, NOD1 NF-kB reporter -25%, PMI inhibitors 19%, LYP inhibition -4%, KOR beta-arrestin-2 -2.5%, XIAP antagonists -11% and HEK293 NOD2/NF-kB 15%.
For CCN(CCNC(=O)C1CCC(=O)N1Cc1ccc(C)cc1)c1ccccc1 (stereo not given) the results were KOR beta-arrestin-1 -5%, TNAP activation fold 1.2, PMI inhibition 5%, NOD1 NF-kB reporter -6%, PMI inhibitors -6%, LYP inhibition -10%, KOR beta-arrestin-2 -2.9%, XIAP antagonists -3.9% and HEK293 NOD2/NF-kB 21%.
CC(C)(C)c1cc(OC(=O)C2CCCC2)ccc1O was read as KOR beta-arrestin-1 -9%[20 µM], NOD1 NF-kB reporter 6%, LYP inhibition -4%, KOR beta-arrestin-2 3.1% and HEK293 NOD2/NF-kB 21%.
For COC(=O)C1(Cc2cc(-c3cccc(Br)c3)no2)CCN(C(=O)OC(C)(C)C)CC1 the results were KOR beta-arrestin-1 -52%[20 µM], NOD1 NF-kB reporter 9%, LYP inhibition -10%, KOR beta-arrestin-2 1.9% and HEK293 NOD2/NF-kB 1%.
`Cc1cc(C(=O)Nc2nnc(C3CCCCC3)s2)no1` gave KOR beta-arrestin-1 12%, TNAP activation fold 1, PMI inhibition 9%, NOD1 NF-kB reporter -7%, PMI inhibitors 10%, LYP inhibition -2%, KOR beta-arrestin-2 -0.3%, XIAP antagonists -14% and HEK293 NOD2/NF-kB 0%.
Screening Cc1cccc(C(=O)NC(=S)Nc2ccc(S(=O)(=O)N(C)c3ccccc3)cc2)c1 returned KOR beta-arrestin-1 -18%, TNAP activation fold 1, PMI inhibition -4%, NOD1 NF-kB reporter 53%, PMI inhibitors 4%, LYP inhibition 3%, KOR beta-arrestin-2 -1.4%, XIAP antagonists -0.9% and HEK293 NOD2/NF-kB 21%.
`Cc1ccnn1CCC(=O)N1CCCC(CCC(=O)N2CCN(c3ccccn3)CC2)C1` (stereo not given) gave KOR beta-arrestin-1 -7%, TNAP activation fold 1.1, PMI inhibition 5%, NOD1 NF-kB reporter -36%, PMI inhibitors 7%, LYP inhibition -8%, KOR beta-arrestin-2 -1.4%, XIAP antagonists -1.9% and HEK293 NOD2/NF-kB -3%.
For COc1ccc(CN(CCC(c2ccccc2)c2ccco2)C(=O)c2ccco2)cc1 (stereo not given) the results were KOR beta-arrestin-1 8%, TNAP activation fold 1.1, PMI inhibition 10%, NOD1 NF-kB reporter 17%, PMI inhibitors 13%, LYP inhibition 15%, KOR beta-arrestin-2 -2.8%, XIAP antagonists -12% and HEK293 NOD2/NF-kB -7%.
Screening Cc1ccc(C)c(OCc2ccc(C(=O)N3N=C(C(F)F)CC3(O)C(F)F)o2)c1 (stereo not given) returned KOR beta-arrestin-1 -40%, TNAP activation fold 1.1, PMI inhibition 13%, NOD1 NF-kB reporter 6%, PMI inhibitors 10%, LYP inhibition 6%, KOR beta-arrestin-2 14%, XIAP antagonists -4.3% and HEK293 NOD2/NF-kB -2%.
For COc1cccc(CSc2nc3cc4c(cc3cc2C)OCCO4)c1 the results were KOR beta-arrestin-1 14%, TNAP activation fold 1.2, PMI inhibition 9%, NOD1 NF-kB reporter 34%, PMI inhibitors 13%, LYP inhibition -1%, KOR beta-arrestin-2 0.0%, XIAP antagonists -4.8% and HEK293 NOD2/NF-kB 11%.
`COc1ccc(OC)c(NC(=O)COC(=O)CNC(=O)c2ccc(OC)c(OC)c2)c1` gave KOR beta-arrestin-1 -30%, TNAP activation fold 1.2, PMI inhibition -5%, NOD1 NF-kB reporter -8%, PMI inhibitors -5%, LYP inhibition -6%, KOR beta-arrestin-2 -2.0%, XIAP antagonists -5.5% and HEK293 NOD2/NF-kB 12%.
CCC(C)(C)NC(=O)C(c1ccc(OC)cc1)N(C(=O)CCC(=O)Nc1cc(C)on1)C(C)(C)C (stereo not given) was read as KOR beta-arrestin-1 16%, NOD1 NF-kB reporter -33%, LYP inhibition 0%, KOR beta-arrestin-2 -3.9% and HEK293 NOD2/NF-kB -7%.
Screening COC(=O)c1ccc(-n2c(C)cc(C(=O)CCl)c2C)cc1 returned KOR beta-arrestin-1 11%, TNAP activation fold 1.2, PMI inhibition 8%, NOD1 NF-kB reporter 36%, PMI inhibitors 11%, LYP inhibition 2%, KOR beta-arrestin-2 -4.1%, XIAP antagonists -4.3% and HEK293 NOD2/NF-kB 16%.
`COc1ccc(C(=O)NC2=NCCS2)cc1S(=O)(=O)N1CCCCC1C` (stereo not given) gave KOR beta-arrestin-1 -11%, TNAP activation fold 1.1, PMI inhibition -5%, NOD1 NF-kB reporter 27%, PMI inhibitors -7%, LYP inhibition -2%, KOR beta-arrestin-2 1.2%, XIAP antagonists -7.8% and HEK293 NOD2/NF-kB 8%.
CC(C(=O)N1CCCC1)N1CCN(c2ccccc2O)CC1 (stereo not given) was read as KOR beta-arrestin-1 15%, TNAP activation fold 1.1, PMI inhibition 21%, NOD1 NF-kB reporter -22%, PMI inhibitors 4%, LYP inhibition 2%, KOR beta-arrestin-2 0.0%, XIAP antagonists -7.8% and HEK293 NOD2/NF-kB 20%.
CN1CCC(=O)N(CCSc2ccc(Br)cc2)CC1 was read as KOR beta-arrestin-1 12%, NOD1 NF-kB reporter 1%, LYP inhibition -2%, KOR beta-arrestin-2 8.0% and HEK293 NOD2/NF-kB 15%.
`O=C(Nc1nnc(-c2ccccc2)s1)c1cc(S(=O)(=O)N2CCOCC2)c(Cl)cc1Cl` gave KOR beta-arrestin-1 2%, TNAP activation fold 1, PMI inhibition -6%, NOD1 NF-kB reporter -11%, PMI inhibitors -1%, LYP inhibition -4%, KOR beta-arrestin-2 -0.8%, XIAP antagonists -3.2% and HEK293 NOD2/NF-kB 2%.
COc1ccc(CCNC(=O)CCn2cccc2)cc1OC was read as KOR beta-arrestin-1 -1%, TNAP activation fold 1.1, PMI inhibition -1%, NOD1 NF-kB reporter -13%, PMI inhibitors -4%, LYP inhibition -3%, KOR beta-arrestin-2 -3.2%, XIAP antagonists -0.8% and HEK293 NOD2/NF-kB 7%.
